# Screening data (PubChem)
# SR-BI DiI inh – mouse SR-BI HDL lipid transfer inhibition; Q61009; 0.96% of 320,000 active; inhibition, % at 12.5 µM; AID 488896; ldlA[mSR-BI] CHO cells, DiI-HDL uptake fluorescence, 3 h;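 active = mean replicate inhibition of at least 70% and a set share of replicates each scoring 70 or more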;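 note: 0% = median of neutral control wells and 100% = median of positive control wells; values of inactives mirror those of a sister screen read the other way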
# SR-BI uptake up – enhances SR-BI lipid uptake from DiI-HDL. CHO ldlA[mSR-BI] cells, DiI-HDL uptake fluorescence, 3 h; 100 = double the neutral-control signal. activation, % at 12.5 µM. 0.096% of 320,000 active. AID 504775;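 active = mean replicate activation of at least 60% and every replicate at or above 60%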;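 note: 0% = median plate neutral-control signal and 100% = twice that signal; values of inactives mirror those of a sister screen read the other way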
#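 system = CHO ldlA[mSR-BI] cells, LDL receptor-null, SR-BI overexpressing | medium = Ham's F12 with 0.5% BSA, HEPES 25 mM, pH 7.4 | probe or stimulus = DiI-HDL 10 µg/mL | compound dosing = single-point compound dose | incubation = compound exposure 3 h, 37 °C | technique = DiI fluorescence, bottom read | read-out = cell-associated DiI fluorescence as measure of HDL uptake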
# MITF TRPM1 HTS – MITF TRPM1 promoter activation in melanoma cells | SK-MEL-5 TRPM1-promoter luciferase, 24 h; % of positive control, neutral wells = 0 | activation, % at 12.5 µM | 0.75% of 300,000 active | AID 588334;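 active = mean activation of at least 80% with every replicate also reaching 80%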;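 note: 0% = neutral control wells and 100% = parthenolide positive control wells; values of inactives mirror those of a sister screen read the other way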
# CDK5 p35 inh – blocks human CDK5/p35 kinase activity. Recombinant CDK5/p35, ADP-Glo luminescence, 60 min. inhibition, % at 10 µM. 0.01% of 330,000 active. AID 488839;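 active = highest replicate inhibition of at least 50% and at least 75% of replicates reaching 50%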;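 note: plate controls were DMSO neutral control for no effect and GW8510 at 10 µM for full effect; many of its hits are not listed in these tables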
# Target sequence (Q00535 whole entry, looked up): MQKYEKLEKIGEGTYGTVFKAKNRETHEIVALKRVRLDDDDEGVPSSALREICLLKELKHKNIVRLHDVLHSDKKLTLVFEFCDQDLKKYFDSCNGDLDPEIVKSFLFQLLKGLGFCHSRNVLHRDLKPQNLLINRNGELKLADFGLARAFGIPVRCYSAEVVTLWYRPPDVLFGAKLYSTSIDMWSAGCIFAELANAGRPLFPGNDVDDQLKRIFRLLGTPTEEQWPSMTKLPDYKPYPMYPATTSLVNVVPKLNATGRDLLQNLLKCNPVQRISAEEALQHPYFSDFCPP
# Target sequence (Q15078 whole entry, looked up): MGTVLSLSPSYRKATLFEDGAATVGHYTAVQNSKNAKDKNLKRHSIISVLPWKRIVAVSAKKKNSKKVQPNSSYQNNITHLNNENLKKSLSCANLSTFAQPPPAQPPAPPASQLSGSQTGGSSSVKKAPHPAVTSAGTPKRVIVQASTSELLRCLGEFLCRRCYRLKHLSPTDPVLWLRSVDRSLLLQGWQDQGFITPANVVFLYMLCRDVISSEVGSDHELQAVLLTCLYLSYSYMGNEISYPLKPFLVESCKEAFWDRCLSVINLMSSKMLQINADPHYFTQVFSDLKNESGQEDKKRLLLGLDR
# HTR5A ag ctr – HTR5A agonism, opioid heterodimer counter-screen; activation, % at 9.3 µM; HTR5A agonist assay, luminescence, cell-based; 0.61% of 340,000 active; AID 504692; P47898; in the data active = activation mostly above about 9.5%, no sharp cut-off; inactive = mostly below about 7.6%;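 note: 0% = cells with vehicle only and 100% = reference agonist; strong numbers were not always called active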
# Target sequence (P47898 whole entry, looked up): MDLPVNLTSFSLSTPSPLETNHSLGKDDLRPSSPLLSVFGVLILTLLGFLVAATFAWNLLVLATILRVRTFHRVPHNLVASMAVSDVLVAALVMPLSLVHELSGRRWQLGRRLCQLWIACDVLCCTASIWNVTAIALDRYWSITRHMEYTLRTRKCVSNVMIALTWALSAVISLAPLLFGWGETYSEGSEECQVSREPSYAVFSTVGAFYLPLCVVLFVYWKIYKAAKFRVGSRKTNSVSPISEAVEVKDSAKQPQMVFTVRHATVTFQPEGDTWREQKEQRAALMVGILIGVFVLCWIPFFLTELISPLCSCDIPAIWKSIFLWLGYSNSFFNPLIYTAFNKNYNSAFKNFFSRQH
# Rtt109 Vps75 – inhibitors of Candida albicans Rtt109/Vps75 histone acetyltransferase; Q5AAJ8; purified Rtt109/Vps75, ThioGlo CoA-SH fluorescence, 4 h; inhibition, % at 34.9 µM; 0.16% of 330,000 active; AID 540336;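 active = inhibition of at least 50% in every replicate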
# PvdQ inh – blocks Pseudomonas aeruginosa PvdQ acylase activity; purified PvdQ acylase, fluorescence plate reader; inhibition, % at 10 µM; 0.063% of 340,000 active; in the data active = inhibition above about 30%, passing the limit was not always enough;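 note: 0% = vehicle neutral wells and 100% = reference inhibitor wells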
# RTF Ca sens act – increases calcium sensitivity of human cardiac regulated thin filaments. IANBD-labeled TnC RTF fluorescence at EC20 calcium; 0% EC20 calcium, 100% full calcium. activation, % at 7.2 µM. 0.24% of 340,000 active. AID 493008;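 active = activation above the mean over all tested compounds plus 3 SD, cut at about 30% in these data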;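 note: rise in fluorescence read as greater calcium sensitivity of cardiac thin filaments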
# Wnt act – activates Wnt/beta-catenin signaling in a reporter cell assay. activator, plate reader. activation, % at 9.35 µM. 1.2% of 300,000 active. AID 743398; in the data active = activation above about 30%, passing the limit was not always enough;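 note: 0% = neutral control wells and 100% = positive control wells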
# dFosB activator – enhances mouse delta FosB homodimer DNA binding. 0.99% of 340,000 active. activation, % at 25 µM. P13346. AID 493131. purified delta FosB, TAMRA-CDK5 oligo fluorescence polarization; percent of positive-control signal above neutral wells;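 active = mean activation above about 17%, with every replicate also reaching it, limit read from the data, passing the limit was not always enough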;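 note: fluorescence polarization rise as delta FosB binds a TAMRA Cdk5 AP-1 oligo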
# An asterisk follows results filed as active; . = no result given.
SMILES,SR-BI DiI inh,SR-BI uptake up,MITF TRPM1 HTS,CDK5 p35 inh,HTR5A ag ctr,Rtt109 Vps75,PvdQ inh,RTF Ca sens act,Wnt act,dFosB activator
Cc1nn(-c2ccccc2)c(Cl)c1C1C(C#N)=C(N)Oc2n[nH]c(C)c21 (stereo unspecified),-6,6,-8,1.1,1,-4,-11,0,-5,-9
NC(=O)CC(NC(=O)c1cccc(Br)c1)c1ccc(N2CCC(N3CCCCC3)CC2)c([N+](=O)[O-])c1 (stereo unspecified),-19,19,15,0.8,3,-14,-8,12,-4,1
CN(C)/C=N/C(=S)Nc1ccc(Br)cc1F,-19,19,79,3.6,10,-4,6,2,.,-4
Cc1cccc(N(Cc2ccccc2)C(=O)Cc2ccc(S(=O)(=O)N3CCOCC3)s2)c1,0,0,5,1.2,1,0,-7,-5,-3,0
CC(C)(C)c1ccccc1OCCOCCSc1ncccn1,20,-20,9,-2.0,2,-3,3,-3,-2,-2
CCN(CC(=O)N1CCCC1)S(=O)(=O)c1ccc(Br)cc1,-29,29,.,1.2,-1,1,-10,-4,-2,6
Cc1ccc2c(CC(=O)N3CCN(S(=O)(=O)c4ccccc4)CC3)coc2c1,8,-8,-10,-0.2,0,6,5,-13,0,-7
COc1cccc(OC)c1C(=O)OCC(=O)NC(=O)NCc1ccccc1,24,-24,3,-9.5,0,-4,-3,11,-1,0
Cc1ccc(C2CC(c3cccs3)=NN2C(=O)CSC2=NCCS2)cc1 (stereo unspecified),-3,3,-11,-0.2,2,-1,1,-3,1,-7
S=C(NCc1ccccc1)NC1CCSc2ccccc21 (stereo unspecified),-11,11,2,-0.1,-2,3,-16,-1,-3,9
COc1cccc(NC(=O)c2ccc(-c3ccc([N+](=O)[O-])cc3)o2)c1,45,-45,42,-0.8,-3,-7,-8,5,3,-4
Cc1ccc(C(=O)Nc2c(C)n(C)n(-c3ccccc3)c2=O)cc1S(=O)(=O)N1CCCCC1,-7,7,.,1.2,14,1,-11,-4,2,-5
COc1ccc2[nH]c3c(NCCCOC(C)C)ncnc3c2c1,-41,41,5,6.9,-1,-9,-9,-1,31*,-6
COC(=O)CN(n1cnnc1)S(=O)(=O)c1ccccc1Cl,-4,4,.,-1.5,1,2,-11,8,-7,2
CCCOc1ccccc1C(=O)Nc1ccc(S(=O)(=O)N2CCN(C)CC2)cc1,31,-31,12,0.7,-1,7,-6,3,-4,-15
COc1ccccc1NS(=O)(=O)c1ccc2c(c1)n(C)c(=O)n2C,-6,6,-17,1.9,1,.,5,4,-1,1
O=C(O)c1ccc(N=Cc2nc(-c3ccco3)oc2O)cc1,-17,17,-1,1.0,-4,.,5,-1,-3,3
Clc1ccc(N2CCN(Cc3ccc(Br)o3)CC2)cc1,15,-15,-1,-0.3,5,6,6,4,-1,-4
CCN(C[C@H]1N[C@@](C)(C(=O)OC)[C@H]2C(=O)N(Cc3ccccc3)C(=O)[C@@H]12)S(=O)(=O)c1ccc(C(C)(C)C)cc1,-25,25,8,0.6,-4,-3,-8,-5,-3,-17
COC(=O)c1ccc(C(=O)OC)c(NC(=O)CN(C)Cc2ccccc2)c1,40,-40,1,0.1,-4,11,-3,-3,-4,-15
COC(=O)c1[nH]c2cc(OC)c(OC)cc2c1NC(=O)CN1C[C@H]2C[C@@H](C1)c1cccc(=O)n1C2,2,-2,1,2.6,1,2,-10,0,-1,10
Cc1ccsc1-c1cc(C(=O)O)c2c(ccc3ccccc32)n1,-17,17,.,-0.6,2,1,-18,3,2,0
Cc1cccc2[nH]c(CN(C)C(=O)C3CCC(=O)N(CCc4ccccc4)C3)nc12 (stereo unspecified),-25,25,-3,0.2,-6,-6,-6,-2,-1,5
Cc1cccc(NC(=S)NN2CCN(C)CC2)c1,-2,2,-2,0.8,7,20,-8,-1,-1,-1
Cc1cccc(/C=N/NC(=O)c2cc(C3CC3)nc3ccccc23)n1,-16,16,0,2.2,1,11,2,-1,0,-6

# Part of the list above, with two lines to a compound.
# Every second line gives: SR-BI DiI inh, SR-BI uptake up, MITF TRPM1 HTS, CDK5 p35 inh, HTR5A ag ctr, Rtt109 Vps75, PvdQ inh, RTF Ca sens act, Wnt act, dFosB activator
- COC(=O)CN(n1cnnc1)S(=O)(=O)c1ccccc1Cl
  -4, 4, ., -1.5, 1, 2, -11, 8, -7, 2
- CCCOc1ccccc1C(=O)Nc1ccc(S(=O)(=O)N2CCN(C)CC2)cc1
  31, -31, 12, 0.7, -1, 7, -6, 3, -4, -15
- COc1ccccc1NS(=O)(=O)c1ccc2c(c1)n(C)c(=O)n2C
  -6, 6, -17, 1.9, 1, ., 5, 4, -1, 1

# Later entries
SMILES,SR-BI DiI inh,SR-BI uptake up,MITF TRPM1 HTS,CDK5 p35 inh,HTR5A ag ctr,Rtt109 Vps75,PvdQ inh,RTF Ca sens act,Wnt act,dFosB activator
Cc1c(C(=O)N2CCOCC2)oc2ccc(S(=O)(=O)N3CCCC3)cc12,13,-13,6,0.0,1,-12,-1,-1,2,-7
CCc1ccc(CNC(=O)Cc2ccc(NC(=O)C3=C(C)OCCS3)cc2)cc1,23,-23,13,1.0,-1,-8,-10,-1,7,-14
COc1ccc(C(C(=O)NC2CCCC2)N(C(=O)c2snc(-c3ccc(F)cc3)c2N)c2cccc(F)c2)cc1 (stereo unspecified),-9,9,-17,-2.1,-5,1,-4,-4,.,0
CCOC(=O)C1CCN(c2c(N3CCCCCC3)c(=O)c2=O)CC1,.,.,-4,0.4,6,16,-4,0,-1,-6
O=C(NCCOc1ccccc1F)c1cccc(S(=O)(=O)N2CCN(c3ccccc3)CC2)c1,32,-32,-6,0.1,4,19,3,-12,-3,-8
Cc1cc2occ(CC(=O)N(C)CC(=O)Nc3ccccc3Cl)c2cc1C,3,-3,-4,1.1,-3,9,-5,-7,4,-6
Cc1ccc(NC(=O)C2CCCN(c3ncccn3)C2)cc1F (stereo unspecified),9,-9,134*,3.4,0,8,2,4,.,1
COc1cccc(-n2nnnc2SCC(=O)Nc2ccc3c(c2)OCCO3)c1,16,-16,6,-0.9,6,-5,-14,3,.,6
COc1ccc(-c2cccc(-c3nc4ccc(Cl)cn4c3NC3CCCCC3)c2)cc1,21,-21,2,-3.3,-3,1,-5,5,7,-6
CCN1C(=O)Nc2cccc3cccc1c23,-9,9,.,0.5,7,6,-16,0,-14,-3
C=C(C)Cn1c(SCC(=O)NCc2ccco2)nc2sc3c(c2c1=O)CCC3,5,-5,-1,-0.6,4,-6,-5,3,-2,-17
Cc1ccc(NC(=O)c2cc3nc(C)cc(C)n3n2)cc1,-8,8,16,-0.6,1,18,-8,0,.,-15
CCOc1ccc(C2=CSC3=NCCN23)cc1,58,-58,.,2.4,-1,-2,-32,5,25,-1
Cn1c(SCC(=O)N2CCOCC2)nnc1-c1cccc(NC(=O)c2ccccc2F)c1,-5,5,0,-0.9,-1,-3,-9,-1,-2,1
CCOc1ccc(Cc2nc(N)nc(N)n2)cc1,4,-4,.,-0.4,-3,-8,0,5,-5,5
O=C(O)C1CC(=O)N(c2ccc(F)cc2)C1 (stereo unspecified),-5,5,.,0.3,1,-1,-12,3,6,11
O=C(Nc1nnc(SCc2ccccc2F)s1)C1=COCCO1,-11,11,44,1.6,6,11,-9,-5,2,-3
CCOC(=O)/C=C/S(=O)(=O)c1ccc(NC(C)=O)cc1,10,-10,-92,1.5,-5,124*,-3,-3,.,3
Cc1nn(CC(=O)N(C)c2c(N)n(Cc3ccccc3)c(=O)[nH]c2=O)c(C)c1[N+](=O)[O-],-8,8,2,1.4,0,5,9,-4,-2,2
COc1cc(OC)cc(-c2c(-c3ccc(F)cc3)c3cc(-c4ccc(SC)cc4)ccc3n2C)c1,-3,3,18,-2.2,0,-6,5,-6,-3,6
CSc1ccc(C2N=C(c3ccccc3)NO2)cc1 (stereo unspecified),-15,15,48,-0.3,-2,-1,-3,-5,.,-10
O=C(Nc1ccnn1C1CCN(C(=O)c2cnsn2)CC1)c1cccc(F)c1,5,-5,2,3.0,-2,2,0,-6,2,-9
NCC(=O)Nc1ccc(Br)cc1,-12,12,-18,0.7,3,-18,-12,-2,-1,-3
CC[C@]12c3[nH]c4cc(-c5ccco5)ccc4c3CCN1C(=O)[C@@H](CC(=O)NCCCN(C)C)C[C@@H]2C(=O)N1CCN(C(=O)C2CC2)CC1,-18,18,1,-2.3,1,8,0,0,-2,-8
CCN(CC)S(=O)(=O)c1cc(Cl)ccc1OC,12,-12,0,0.5,-1,-3,-17,-1,-3,5

# Other results:
SMILES,SR-BI DiI inh,SR-BI uptake up,MITF TRPM1 HTS,CDK5 p35 inh,HTR5A ag ctr,Rtt109 Vps75,PvdQ inh,RTF Ca sens act,Wnt act,dFosB activator
COCCNC(=O)NC(=O)CSc1nc(C)c(C)c(C)n1,-15,15,1,1.1,-4,1,-18,0,-2,3
CN(Cc1ccccc1)Cc1ccccc1C(O)c1ccccc1 (stereo unspecified),-12,12,4,0.4,1,12,2,-4,-2,-4
CCOc1ccc(CCNC(=O)CN2C(=O)NC3(CCc4ccccc43)C2=O)cc1OCC (stereo unspecified),16,-16,4,-0.2,-6,-4,-21,-3,-1,-6
C/C(=N\NC(=O)c1ccc(Cl)cc1)c1ccc(N2CCOCC2)cc1,-17,17,6,0.4,2,-5,13,0,.,10
Cc1cccc(NC(=O)C(=O)C2C(=O)Nc3ccccc32)c1 (stereo unspecified),20,-20,-1,1.1,6,-2,2,-3,8,-2
O=c1c2cc(NC(=S)NC3CC3)ccc2nc2n1CCCCC2,-24,24,11,0.3,-4,17,14,-5,10,-1
COc1ccc(Cl)cc1NC(=O)CSc1nc(=O)n(CCN(C)C)c2c1CCCC2,-2,2,2,1.6,0,8,-4,5,-1,-7
CC1CCN(C(=S)NC(=O)c2ccc(F)cc2)CC1,-8,8,-7,-1.0,-3,-2,-14,-6,0,3
CSc1ncc(Cl)c(C(=O)Nc2cc(C)ccc2C)n1,1,-1,-16,1.9,0,-4,-10,6,2,8
CC(=O)Nc1nc(C)nc(-c2ccccc2)c1C(C)=O,-6,6,5,1.2,-1,0,-18,4,-11,-7
CN(C)c1ccc(/C=N/NC(=O)C(O)c2ccc(Br)cc2)cc1 (stereo unspecified),19,-19,9,1.3,-2,-3,9,2,0,-6
Clc1ccc(Cn2cc(/C=N/n3cnnc3)c3ccccc32)cc1,24,-24,-15,-0.6,1,-6,6,0,-1,7
Nc1ccc(-c2nc3ncccc3o2)cc1,-20,20,36,0.4,2,-6,-47,-5,-1,2
COc1ccc(OC)c(NC(=O)COC(=O)C2CCC2)c1,-9,9,-10,-8.6,-2,-2,-12,-2,-5,-8
Cc1ccc(C(=O)O)cc1S(=O)(=O)Nc1ccccc1C(=O)NC1CC1,-22,22,0,-0.5,3,-14,-10,0,-1,0
Cc1nn(CC(=O)Nc2ccc3c(c2)OCO3)c(C)c1Cl,11,-11,20,-5.7,1,-3,-4,-3,6,-1
CCOC(=O)C1(CCOc2ccccc2)CCN(Cc2ccc(OCC)c(CO)c2)CC1,-9,9,.,-1.4,-1,0,-17,7,-3,-4
O=C(CCN1C(=O)C2CC=C(Cl)CC2C1=O)NC1CCCCC1 (stereo unspecified),-7,7,16,-1.4,3,-3,-2,6,0,1
Cc1ccc(N(CC(=O)NC2CCCCC2)C(=O)CNC(=O)c2cccs2)cc1,-2,2,-18,-0.5,-2,-10,-8,-2,0,-8
